KCNQ2 block = KCNQ2 potassium channel inhibitors, primary screen, cell-based, CHO-K1, FluxOR thallium flux, B-score (AID 2156); O88943; 20 min; active compounds read low; hit rate 1.1% among 310,000; B-score at 10 µM;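 active means fluorescence ratio B-score at most minus 3 library SDs, with starting brightness B-score within 2 library SDs, cut at about -5.5 in these data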
Target sequence (O88943 whole entry, looked up): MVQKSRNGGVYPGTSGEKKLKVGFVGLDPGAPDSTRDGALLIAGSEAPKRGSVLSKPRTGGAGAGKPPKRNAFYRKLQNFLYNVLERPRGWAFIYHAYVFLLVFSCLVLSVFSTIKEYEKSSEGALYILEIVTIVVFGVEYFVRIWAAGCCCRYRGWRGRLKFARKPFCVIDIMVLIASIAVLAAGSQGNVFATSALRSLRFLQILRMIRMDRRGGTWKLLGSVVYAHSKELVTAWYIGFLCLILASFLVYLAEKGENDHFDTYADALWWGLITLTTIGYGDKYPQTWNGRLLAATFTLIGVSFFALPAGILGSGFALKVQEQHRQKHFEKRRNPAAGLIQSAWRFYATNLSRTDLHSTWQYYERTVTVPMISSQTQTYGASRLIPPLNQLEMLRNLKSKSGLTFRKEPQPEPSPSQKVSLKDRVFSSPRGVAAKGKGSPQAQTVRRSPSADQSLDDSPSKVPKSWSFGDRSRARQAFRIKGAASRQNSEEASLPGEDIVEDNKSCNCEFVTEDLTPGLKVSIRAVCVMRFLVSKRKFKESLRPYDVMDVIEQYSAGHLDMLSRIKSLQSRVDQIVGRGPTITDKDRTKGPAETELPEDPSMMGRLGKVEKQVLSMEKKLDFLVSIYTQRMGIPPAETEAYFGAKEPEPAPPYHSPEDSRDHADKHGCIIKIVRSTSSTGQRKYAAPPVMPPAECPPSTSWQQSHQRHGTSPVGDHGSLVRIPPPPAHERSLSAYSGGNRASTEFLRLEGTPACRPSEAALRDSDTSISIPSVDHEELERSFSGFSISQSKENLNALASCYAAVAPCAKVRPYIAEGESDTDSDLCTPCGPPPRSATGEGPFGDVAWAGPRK
Kir21 inh = inhibitors of mouse Kir2.1 inward-rectifier potassium channel; HEK293-Kir2.1, FluxOR thallium flux fluorescence; active compounds read low; B-score at 10 µM; hit rate 0.85% among 310,000; AID 1672;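 active means fluorescence ratio B-score at or below minus 3 SD of library scores, with starting-brightness B-score within 2 SD, cut at about -4.2 in these data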;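 further: channel flux triggered by added potassium and thallium sulfate stimulus; B-score of peak minus minimum fluorescence over baseline after thallium stimulus; more negative B-score means stronger Kir2.1 block with less thallium influx; some compounds called inactive have numbers as strong as hits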
STK33 inh = blocks human STK33 kinase activity; Q9BYT3; AID 2661; hit rate 0.073% among 320,000; purified STK33, MBP phosphorylation, ADP-Glo luminescence; inhibition, % at 10 µM;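 active means inhibition at or above 25%, using the most active replicate where run in duplicate; inactive means inhibition below 25%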
Starred values were filed as active, the others as inactive; i = inactive; x = not tested or not shown.

Order of results – KCNQ2 block, Kir21 inh, STK33 inh
1: O=C(CN(c1cccc(C(F)(F)F)c1)S(=O)(=O)c1ccccc1)N1CCOCC1
  i, 0.95, -0.2
2: CCOC(=O)c1sc2nc(SC)nc(-c3ccc(Cl)cc3)c2c1N
  i, -0.91, -1.3
3: O=C(Cn1nnc(-c2ccccc2Cl)n1)N1CCN(S(=O)(=O)c2ccc(Cl)cc2)CC1
  i, -0.94, -1.2
4: O=C(NC(=O)c1ccccc1)NC(=O)c1ccccc1
  i, 0.04, 1.1
5: O=C(CN1CCCCCC1)Nc1ccc(Br)cc1Br
  i, 0.72, 1.0
6: c1ccc(CCNc2ccc3nncn3n2)cc1
  i, -1.4, -0.1
7: CCCCNC(=O)Cc1cc(=O)[nH]c(=O)[nH]1
  i, -2.3, -0.9
8: CN1CCN(CC(O)COCc2ccc3c(c2)OCO3)CC1 (stereo not given)
  i, -1.6, -0.4
9: Cc1cc(/C=N/Nc2ncnc(N)c2[N+](=O)[O-])c(C)n1-c1ccccc1
  i, 0.91, -1.0
10: COc1ccc(C(=O)OCC(=O)Nc2ccc(OC(F)F)cc2)c(OC)c1
  i, -0.63, -0.2
11: COc1ccc(NC(=O)N2CCc3ccccc3C2)c(OC)c1
  i, 1.3, -0.2
12: Cc1ccccc1NC(=O)c1cccc2c1C(=O)N(C1CCCCC1)C2
  i, -1, 2.8
13: COc1cccc(CN(C(=O)c2ccc([N+](=O)[O-])cc2)C2CCS(=O)(=O)C2)c1 (stereo not given)
  i, -0.68, -0.6
14: O=C1c2oc3ccccc3c(=O)c2C(c2ccc(O)cc2)N1c1nccs1 (stereo not given)
  i, -1.4, -0.4
15: CC(C)(C)c1cc(CCC(=O)N2CCC2)cc(C(C)(C)C)c1O
  i, 1.2, -2.8
16: Cn1nnnc1SCC(=O)NC1CCCC1
  i, 0.19, 0.8
17: COc1cc(OC)cc(C(=O)NNC(=S)NC(=O)c2cccnc2)c1
  i, 0.16, 0.9
18: O=C(NCCN1CCOCC1)c1cccc(Cl)c1
  i, 1.4, -0.9
19: Cc1cc(CN2CCCC(CO)(Cc3cccc(Cl)c3)C2)n[nH]1 (stereo not given)
  i, -0.77, 0.5
20: CCOc1ccc(N(CC(=O)NC2CC3CCC2C3)S(=O)(=O)c2ccc(C)cc2)cc1 (stereo not given)
  i, 0.05, -1.1
21: CC1(C)Cc2c(c(-c3ccco3)nc3n[nH]c(N)c23)CO1
  i, -0.19, 1.3
22: COc1ccc(CC(=O)Nc2nc(-c3cccnc3)cs2)cc1
  i, 0.59, 0.1
23: Cc1ccc(CN2CCN(Cc3cn(C(C)C)c4ccccc34)CC2CCO)o1 (stereo not given)
  i, 0, -0.5
24: COc1cccc(NC(=S)NNC(=O)C(C)n2nc(C)c([N+](=O)[O-])c2C)c1 (stereo not given)
  i, 0.07, 0.5
25: Cn1c(SCc2nc(-c3ccc(Cl)cc3)no2)nnc1-c1cccs1
  i, 0.76, 0.1
26: COc1ccc(C(=O)Nc2ccccc2C(=O)NCc2ccco2)cc1OC
  i, 0.55, 0.5
27: CCS(=O)(=O)N1CCCC(C(=O)NCCc2ccc(C)cc2)C1 (stereo not given)
  i, -1.4, -1.4
28: Cc1cccc(-n2c(SCC(=O)N3CC(=O)Nc4ccccc43)nc3ccccc3c2=O)c1
  i, -0.02, 0.1
29: COCC(C)N1C(=O)Cc2c1nc(N)c1c(N)nc(N3CCN(c4ccccc4F)CC3)c(C#N)c21 (stereo not given)
  i, 0.67, 0.9
30: O=C(/C=C/c1cnc2ccccc2n1)NC12CC3CC(CC(C3)C1)C2
  i, 0.4, 1.8

From compound 19 as far as 25, as listed above:
Order of results – KCNQ2 block, Kir21 inh, STK33 inh
19: Cc1cc(CN2CCCC(CO)(Cc3cccc(Cl)c3)C2)n[nH]1 (stereo not given)
  i, -0.77, 0.5
20: CCOc1ccc(N(CC(=O)NC2CC3CCC2C3)S(=O)(=O)c2ccc(C)cc2)cc1 (stereo not given)
  i, 0.05, -1.1
21: CC1(C)Cc2c(c(-c3ccco3)nc3n[nH]c(N)c23)CO1
  i, -0.19, 1.3
22: COc1ccc(CC(=O)Nc2nc(-c3cccnc3)cs2)cc1
  i, 0.59, 0.1
23: Cc1ccc(CN2CCN(Cc3cn(C(C)C)c4ccccc34)CC2CCO)o1 (stereo not given)
  i, 0, -0.5
24: COc1cccc(NC(=S)NNC(=O)C(C)n2nc(C)c([N+](=O)[O-])c2C)c1 (stereo not given)
  i, 0.07, 0.5
25: Cn1c(SCc2nc(-c3ccc(Cl)cc3)no2)nnc1-c1cccs1
  i, 0.76, 0.1

The results go on:
Order of results – KCNQ2 block, Kir21 inh, STK33 inh
31: CN(Cc1nccs1)C(=O)c1ccc(OC2CCN(Cc3ccccn3)CC2)cc1
  i, -1.8, -0.2
32: COc1ccc(NC(=S)N2CCN(c3ccc([N+](=O)[O-])cc3)CC2)cc1OC
  i, 2.3, -2.3
33: COCCCN(C(=S)Nc1cccc(Cl)c1)C(C)c1ccncc1 (stereo not given)
  i, -0.06, 0.4
34: COc1ccc(NC(=O)CCc2nc3ccccc3[nH]2)cc1
  i, -0.15, 0.0
35: CN(C)Cc1c(C(=O)N/N=C/c2ccc(-c3ccccc3)cc2)nnn1-c1nonc1N
  i, -0.9, -1.3
36: COCCCN(C(=O)c1ccc(N2CCCC2=O)cc1)c1c(N)n(Cc2ccccc2)c(=O)[nH]c1=O
  i, -0.11, 0.1
37: c1ccc2c(c1)CC1(CCCC1)N=C2N1CCOCC1
  i, 0.82, -1.6
38: COc1cc(-c2noc(-c3ccccc3C(=O)NCc3ccco3)n2)cc(OC)c1OC
  i, -0.18, -2.1
39: Cc1ccc(N2C(=O)c3ccc(C(=O)O)cc3C2=O)c(C)c1
  i, 0.05, -0.6
40: CCOC(=O)c1c(NC(=O)CSc2n[nH]c(CNc3ccccc3)n2)sc(C)c1C
  i, 2.1, -1.5
41: CCCCN(C)CCNC(=O)CCn1nc(-c2ccc(Cl)cc2)ccc1=O
  i, -1.7, -0.1
42: COC(C/C=C/C(=O)COCc1ccccc1)OC
  i, -0.23, x
43: COc1ccc(N2C(=O)CSC2c2cccc(F)c2)cc1 (stereo not given)
  i, 1.2, 0.7
44: CC1CCCN(c2ccc(C(=O)Nc3nnc(C4CC4)s3)cc2[N+](=O)[O-])C1 (stereo not given)
  i, -0.87, -0.5
45: O=C(Nc1cnccn1)Nc1ccccc1Cl
  i, 0.02, -0.4
46: O=C(O)Cc1sc(Nc2ccccc2)nc1-c1ccc(Cl)cc1
  i, -1.5, -0.4
47: CC(NC(=O)C(C(=O)c1cccc([N+](=O)[O-])c1)n1cc(Cl)ccc1=O)c1ccccc1 (stereo not given)
  i, -1.2, -1.0
48: CN(CC(O)CN)CC(O)CN1CCCCC1 (stereo not given)
  i, -0.29, -0.1
49: Cc1cc(C)cc(C(=O)/C=C2\NC(=O)CS2)c1
  i, 3.2, 1.6
50: COc1ccc(C(CCNCc2ccc(N(C)C)cc2)c2ccccc2OC)cc1 (stereo not given)
  i, -3.4, -0.7
51: COc1ccc(N(CC(=O)NC2CC3CCC2C3)S(=O)(=O)c2ccc(C)c([N+](=O)[O-])c2)cc1 (stereo not given)
  i, -0.8, 0.5
52: Cc1ccc2nc(-c3ccc(O)cc3)oc2c1
  i, 0.52, 1.0
53: CCCc1cc(=O)oc2cc3oc(C)c(C)c3cc12
  i, 1.5, -0.7
54: Cc1ccc(C(=O)Nc2scc(-c3ccccc3)c2C(=O)O)cc1
  i, 1.3, 0.8
55: O=C(NC1CCN(Cc2nnnn2CCc2ccccc2)CC1)c1ccccc1F
  i, 0.32, 0.2
56: CN(Cc1nc2ccccc2n1C)C(=O)c1cccs1
  i, 0.54, -0.9
57: c1ccc(COn2c(-c3ccccc3)nc3c2CCc2nonc2-3)cc1
  i, 0.08, -0.8
58: CC(=O)Oc1ccc(N2C(=O)C3C4C=CC(O4)C3C2=O)cc1 (stereo not given)
  i, 0.68, -3.1
59: CS(=O)(=O)N(CC(=O)NC1CCCCCC1)Cc1ccc(Cl)cc1
  i, 0.76, -1.8
60: COCCn1c(N)c(C(=O)NCc2cccs2)c2nc3ccccc3nc21
  i, 2.1, 3.6
61: Cc1ccc(NC(=O)CSc2nnc(-c3ccncc3)s2)cc1
  i, 0.67, 0.6
62: CN(C)CCCCOc1cccc(Br)c1
  i, -0.93, -1.5
63: O=C(Nc1ccc(CN2CCOCC2)cc1)c1ccc(Cl)cc1Cl
  i, 0.04, -1.1
64: CCc1nc(Nc2ccc(N3CCN(C(C)=O)CC3)cc2)c2oc3ccccc3c2n1
  i, -0.73, 1.8
65: O=c1c(Cc2ccc(Cl)cc2)c(O)ccn1Cc1ccccc1
  i, -0.71, -2.8
66: CC(=O)OCC(=O)[C@@]1(O)CC[C@H]2[C@@H]3C[C@H](C)C4=CC(=O)C=C[C@]4(C)[C@H]3[C@@H](O)C[C@@]21C
  i, 0.93, 0.0
67: CN(CCOc1ccccc1)C(=O)c1cc(COc2c(F)cccc2F)on1
  i, -2.3, 0.6
68: c1ccc2c(c1)CCCC2NC1=NCCC1 (stereo not given)
  i, 1.1, 2.1
69: CN(CC(O)COc1ccc2ccccc2c1)C1CCCCC1 (stereo not given)
  i, -4.1, -0.4
70: COc1ccc(C(=O)Nc2cc(C)on2)cc1OC
  i, 0.09, -1.9

2 entries from above, bar-delimited.
No. | Compound | KCNQ2 block | Kir21 inh | STK33 inh
68 | c1ccc2c(c1)CCCC2NC1=NCCC1 (stereo not given) | i | 1.1 | 2.1
65 | O=c1c(Cc2ccc(Cl)cc2)c(O)ccn1Cc1ccccc1 | i | -0.71 | -2.8

Other results
Order of results – KCNQ2 block, Kir21 inh, STK33 inh
71: Cc1cccnc1NC(=O)c1ccc(Cl)c(S(=O)(=O)N2CCCCC2)c1
  i, -0.34, 0.2
72: COc1cc(OC)cc(-c2nnc(SCC(=O)N(C(C)C)C(C)C)o2)c1
  i, -1.6, -0.4
73: O=C(CN1C(=O)CCC1=O)Nc1ccc(Br)cc1
  i, -0.6, x
74: COc1ccc(S(=O)NC2CCCCC2)c(OC)c1C (stereo not given)
  i, -1.9, -1.0
75: CON(C)c1nc(NCC(C)C)nc(OCC#N)n1
  i, -1.1, 2.6
76: Cc1nn(CC(=O)N2CCOCC2)c(=O)c2nn(-c3ccccc3)c(C)c12
  i, 1.5, 0.9
77: CCN(c1ccccc1)S(=O)(=O)c1ccc(OC)c(NC(=O)c2cccs2)c1
  i, 1.4, -1.5
78: COC(=O)c1c(-c2ccccc2)c(-c2ccccc2)nn(C)c1=O
  i, -1.4, -1.4
79: COCCOc1ccc(C(F)(F)F)cc1NC(=O)c1ccc(F)cc1
  i, 0.94, -1.6
80: Cc1ccc(C(=O)NCCNC(=O)c2ccco2)cc1C
  i, 1, 5.1
81: CCn1cc(C2=NOC(C(=O)O)C2)c(C)n1 (stereo not given)
  i, 1.4, -0.8
82: N#Cc1ccccc1NC(=O)COC(=O)COc1ccccc1[N+](=O)[O-]
  i, -1, -1.1
83: O=S(=O)(NCCc1cn2ccccc2n1)c1ccc(F)c(C(F)(F)F)c1
  i, 0.53, -0.7
84: Cc1ccc(C(=O)OCc2nnc(-c3ccccc3)o2)o1
  i, 0.02, -3.8
85: CCCCN(CCCC)CCCNC(=O)c1ccc2nc(-c3ccccc3NC(C)=O)c(=O)[nH]c2c1
  i, -1.3, -0.7
86: CCN(CC)Cc1c(O)ccc2c(-c3ccccc3)cc(=O)oc12
  i, 0.48, -0.8
87: Cc1ccc2[nH]c3c(=O)n(N)c(=O)[nH]c3c2c1
  i, 1.1, 0.4
88: CC(C)CCNC(=O)c1cccc(S(=O)(=O)N2CCc3ccccc32)c1
  i, 0.94, 0.8
89: Cc1nc(-c2ccc(Cl)cc2)sc1C1(C)CC(c2c(Cl)cccc2Cl)=NO1 (stereo not given)
  i, 0.34, -0.1
90: COc1ccc(C(=O)NCCN2CCOCC2)c(OC)c1OC
  i, -1.4, -0.4
91: CCNc1nc(NCC)nc(OCCNS(=O)(=O)c2ccccc2)n1
  i, 0.62, -0.4
92: CN1CCN(S(=O)(=O)c2cccc(C(=O)Oc3ccccc3Cl)c2)CC1
  i, -0.83, -3.5
93: CCCn1ncc(CN2CCC(Oc3ccc(C(=O)N4CCCC4)cc3)CC2)c1C
  i, 0.22, -0.6
94: COc1ccc(N2CC(C(=O)Nc3ccc(S(=O)(=O)Nc4nccs4)cc3)CC2=O)cc1 (stereo not given)
  i, 0.08, -0.1
95: Nc1nc(-c2ccco2)nn1C(=O)c1ccc([N+](=O)[O-])cc1
  i, -0.77, -1.3
96: Cc1c(CN2CCC(n3nccc3NC(=O)C3CCOC3)CC2)[nH]c2ccccc12 (stereo not given)
  i, 0.25, -1.6
97: Fc1ccc2nc(Nc3nc4c(F)cc(F)cc4s3)sc2c1
  i, 1.2, -1.4
98: CCN(CC)S(=O)(=O)c1csc(C(=O)NCc2ccccc2)c1
  i, -1.5, -3.1
99: COc1ccc(NC(=O)c2cc3ccccc3o2)cn1
  i, 1.9, 2.1
100: COc1ccccc1C(=O)NCC(=O)N/N=C(\C)Cc1ccccc1
  i, -2, 0.4
101: Cc1cccc(CCNC(=O)CCNS(=O)(=O)c2cc(Br)cnc2N)c1
  i, -0.44, -0.1
102: Cc1cc(NC(=O)CCC(=O)N(CC(C)C)C(C(=O)NC(C)(C)C)c2ccccc2Cl)no1 (stereo not given)
  i, -0.12, 0.9
103: CCOc1ccc(S(=O)(=O)Nc2nc3ccccc3nc2-n2ccc(=NC(=O)c3ccccc3C)cc2)cc1
  i, 0.95, -2.3

From PubChem BioAssay
